m-calpain inh: blocks pig calpain II enzyme activity; purified calpain II, fluorogenic peptide substrate, 30 min; inhibition, % at 16 µM; 220,000 compounds, 0.37% hits;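 active = inhibition above about 50%, limit read from the data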
S1P4 ag: activates the human S1P4 receptor; O95977; S1P4-expressing cell line, agonist reporter assay; activation, % at 4.98 µM; 220,000 compounds, 0.35% hits; in the data active = activation above about 11%;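 note: 0% = DMSO vehicle and 100% = reference agonist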
Target sequence (O95977 whole entry, looked up): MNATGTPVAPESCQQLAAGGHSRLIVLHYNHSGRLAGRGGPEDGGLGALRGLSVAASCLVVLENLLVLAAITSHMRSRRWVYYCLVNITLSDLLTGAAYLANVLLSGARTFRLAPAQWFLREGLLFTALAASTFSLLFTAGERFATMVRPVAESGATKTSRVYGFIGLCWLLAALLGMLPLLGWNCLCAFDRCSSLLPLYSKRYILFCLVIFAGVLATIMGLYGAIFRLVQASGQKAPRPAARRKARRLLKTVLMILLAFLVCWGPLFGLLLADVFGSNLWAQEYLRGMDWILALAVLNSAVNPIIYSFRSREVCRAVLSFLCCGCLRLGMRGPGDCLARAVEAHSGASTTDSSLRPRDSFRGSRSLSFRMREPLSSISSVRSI
EP2 mod: modulates human prostaglandin E2 receptor EP2 signaling; P43116; EP2-expressing cells, cAMP HTRF FRET, PGE2 co-stimulation; induction, % at 25 µM; 260,000 compounds, 0.83% hits; AID 940;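 active = compounds whose cAMP rise, as percent of the full-agonist control response, exceeds 60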;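 note: rat C6 glioma line stably carrying human EP2 under a CMV promoter; the protocol text gives 20 µM as final concentration; 100% = response of wells given 1 µM PGE2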
Target sequence (P43116 whole entry, looked up): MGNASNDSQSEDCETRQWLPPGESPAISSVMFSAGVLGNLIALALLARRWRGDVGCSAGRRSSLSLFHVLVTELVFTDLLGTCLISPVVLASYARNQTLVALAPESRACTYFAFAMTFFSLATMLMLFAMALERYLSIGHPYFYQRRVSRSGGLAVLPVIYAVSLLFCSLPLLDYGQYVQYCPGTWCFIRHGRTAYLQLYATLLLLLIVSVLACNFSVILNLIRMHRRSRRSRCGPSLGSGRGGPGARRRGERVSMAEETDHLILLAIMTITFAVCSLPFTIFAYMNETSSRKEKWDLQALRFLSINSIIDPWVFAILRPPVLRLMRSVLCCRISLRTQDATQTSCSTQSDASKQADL
S1P4 antag: blocks the human S1P4 receptor. 220,000 compounds, 0.26% hits. S1P4-expressing cells, antagonist mode, reporter read-out. AID 1510. inhibition, % at 4.98 µM; in the data active = inhibition above about 29%;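 note: 0% = wells stimulated with agonist and 100% = vehicle wells without agonist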
Ba/F3 V617F tox: lowers viability of Ba/F3 cells expressing EpoR and JAK2V617F. 220,000 compounds, 1.1% hits. inhibition, % at 5.6 µM. ATP luminescence;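 active = inhibition above the campaign mean plus 3 SD over all tested compounds, cut at about 24% in these data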;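 note: cytokine-independent growth of Ba/F3 cells driven by EpoR plus mutant JAK2; 0% = DMSO-treated cells and 100% = JAK inhibitor I control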
TRPN1 ag: activates the zebrafish TRPN1 channel. HEK293 zebrafish TRPN1-YFP, Fluo-8 calcium fluorescence; 100% = response to 87 µM carbachol. activation, % at 3 µM. 220,000 compounds, 0.18% hits;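 active = activation above its plate's cutoff, the mean activation of test wells on that plate plus 3 SD, cut at about 19% in these data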;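 note: 0% = DMSO alone and 100% = 87 µM carbachol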
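Material – zebrafish TRPN1-YFP in HEK293 cells · Doses – 3 µM single point · Schedule – dye 1 h 37 °C plus 30 min RT · Signal – Fluo-8 calcium fluorescence, excitation 470-495 nm, emission 515-575 nm · Read-out – % activation versus carbachol response · Control set – carbachol high, DMSO low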
TRPML3 agonist: activates the human TRPML3 channel | HEK293 TRPML3-YFP, Fluo-8 calcium fluorescence; 100% = the carbachol control signal | 220,000 compounds, 0.29% hits | activation, % at 3 µM | AID 1448 | Q8TDD5;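 active = activation above its plate's cutoff, the mean activation of the plate's test wells plus 3 SD, cut at about 12% in these data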;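 note: 0% = DMSO only wells and 100% = carbachol wells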
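Test system: HEK293 cells stably carrying human TRPML3-YFP; Doses: single dose, 3 µM final nominal compound, 0.3% DMSO final; Schedule: dye loading 1 h 37 °C then 30 min ambient, 125 s read; Technique: Fluo-8 calcium fluorescence; Benchmarks: high control carbachol 87 µM, low control DMSO.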
BaF3 parental: counter-screen for JAK2V617F inhibitors: parental Ba/F3 viability inhibitors; AID 1486; 220,000 compounds, 1.1% hits; CellTiter-Glo ATP luminescence; inhibition, % at 5.6 µM;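 active = inhibition above a per-campaign cutoff, the mean inhibition of all tested compounds plus 3 SD, cut at about 27% in these data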;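 note: 0% = DMSO wells and 100% = JAK Inhibitor I control wells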
PERK inhibitor: blocks human PERK kinase. inhibition, % at 5.6 µM. 220,000 compounds, 0.17% hits. Q9NZJ5. CHO PERK-DD fusion, SEAP luminescence translation reporter;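 active = inhibition above the mean inhibition of all tested compounds plus 3 SD, set separately per screening campaign, cut at about 2.9% in these data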;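 note: PERK kinase domain activated by AP20187 dimerizer at 100 nM; 0% = DMSO with dimerizer and 100% = rapamycin at 8.4 µM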
* = called active by the depositor; & = joins results of further samples.

SMILES	m-calpain inh	S1P4 ag	EP2 mod	S1P4 antag	Ba/F3 V617F tox	TRPN1 ag	TRPML3 agonist	BaF3 parental	PERK inhibitor
COc1ccc(N2C(=O)CC(N3CCN(c4ccc(S(C)(=O)=O)cc4)CC3)C2=O)cc1 (configuration not stated)	-11	0.7	41	3	1	1.4	0.8	6	0.2
N#Cc1c(Cl)cccc1N1CCC(C(N)=O)CC1	-15	-1.1	5	1	-3	0.6	0.3	4	0.9
O=C(Nc1nc(-c2ccccc2)cs1)C1CCCCN1S(=O)(=O)c1ccccc1 (configuration not stated)	2	-0.2	-7	-1	-2	-0.8	0.3	1	-0.9
Cc1cc(C)c(-c2csc(NC(=O)c3cc([N+](=O)[O-])ccc3N3CCOCC3)n2)c(C)c1	15	0.5	-22	-22	1	1.1	0.6	6	-0.7
COc1ccc(-c2nc(NC(=O)Cn3ccc(C(F)(F)F)n3)sc2C)cc1	3	-0.3	-5	7	3	0.9	0.5	8	-0.6
Cc1ccc(C(=O)OC2CCN(c3ccc([N+](=O)[O-])cc3)CC2)cc1	-2	1.9	6	-8	-1	0.3	0.3	0	1.3
O=C(O)c1cc(Cl)c(Cl)cc1C(=O)Nc1cccnc1	9	0.4	-2	9	-5	0.2	0.5	6	1.0
CC1=C(C(=O)Nc2ccccc2C)C(c2ccc(C)o2)n2c(s/c(=C/c3ccccc3)c2=O)=N1 (configuration not stated)	-59	-2.0	24	2	0	0.2	1.6	6	-1.5
CCS(=O)(=O)Nc1cc(-c2nc3cccnc3s2)ccc1C	-85	-2.2	-8	0	-2	-0.2	-0.2	7	0.0
CC(=O)N1N=C(c2cccc(Cl)c2)OC1c1cccc([N+](=O)[O-])c1 (configuration not stated)	36	-1.0	39	-16	3	-0.2	0.3	10	0.3
O=C(Nc1sc2c(c1C(=O)O)CCCCC2)c1ccccc1	-35	0.8	-26	-13	-3	2.7	0.7	5	0.6
Cc1sc(N)nc1-c1cccs1	-21	-0.9	-71&12	-18	0	-0.7	0.7	-1	0.1
CCOc1ccc(NC(=O)N(C2CCCCC2)C(C)c2ccncc2)cc1 (configuration not stated)	-2	-2.5	24	-5	-2	0.8	-0.5	2	-0.7
COc1ccccc1NC(=O)C1=C(C)NC(SCC(=O)Nc2ccc(C(=O)O)cc2)=C(C#N)C1c1cccs1 (configuration not stated)	-6	0.6	-7	-7	1	-0.6	0.3	0	0.3
S=C(NN=C(C1CC1)C1CC1)Nc1ccccc1	-7	1.3	4	7	-3	1.2	0.4	0	1.7
O=C(Nc1cccc(Oc2c(F)c(F)c(F)c(F)c2F)c1)N1C[C@@H]2C[C@@H](C1)c1cccc(=O)n1C2	-1&25	-1.6	8&-10	0	-4	-0.9	0.4	6	-0.9
S=c1[nH]nc(NCCCN2CCOCC2)s1	27	-0.1	-19	18	3	1.0	0.3	2	1.0
Cc1cccc(NC(=O)CN(C)S(=O)(=O)c2cnc[nH]2)c1	4	2.1	-2	-10	-1	0.1	0.6	2	1.1
FC(F)(F)c1cccc(-n2cccc2/C=N/n2cnnc2)c1	-2	1.6	-12	-3	0	0.7	0.9	7	0.5
COc1ccc(C)cc1NC(=O)C(Sc1ccccc1)c1ccccc1 (configuration not stated)	30	-4.2	14	3	6	0.7	-0.2	9	-1.0

Brought forward from above: two compounds, followed by the next part.
SMILES	m-calpain inh	S1P4 ag	EP2 mod	S1P4 antag	Ba/F3 V617F tox	TRPN1 ag	TRPML3 agonist	BaF3 parental	PERK inhibitor
FC(F)(F)c1cccc(-n2cccc2/C=N/n2cnnc2)c1	-2	1.6	-12	-3	0	0.7	0.9	7	0.5
COc1ccc(C)cc1NC(=O)C(Sc1ccccc1)c1ccccc1 (configuration not stated)	30	-4.2	14	3	6	0.7	-0.2	9	-1.0
O=C1C(=O)c2c(C(=O)c3ccccc3)coc2-c2ccccc21	13	1.8	-33	-5	-1	-0.9	0.2	2	1.2
COC(=O)CC1Nc2ccccc2SC1=O (configuration not stated)	-9	-0.1	-6&-20	7	1	1.1	0.9	4	2.1
COc1cc(NC(=S)N2CCN(C(=O)c3ccco3)CC2)c(OC)cc1Cl	-14	-2.5	9	-7	-3	-0.4	0.0	1	1.2
c1ccc(CNc2ncnc3scc(-c4cccs4)c23)nc1	-7	0.8	-28	-6	-3	5.8	5.5	6	0.1
Cc1cccc(C(=O)N/N=C/c2ccc(OC3CSC3)cc2)c1	-37	1.1	16	-8	0	-0.8	-0.2	-6	1.1
COCCn1c(SCC(=O)Nc2cccc(C)n2)nnc1-c1ccco1	-4	0.3	10&21	-5	-1	1.3	-0.2	4	0.0
O=C(CCCCCN1C(=O)C2C3C=CC(C3)C2C1=O)Nc1nccs1 (configuration not stated)	-5	-2.6	12	-16	3	1.5	1.5	3	-0.7
Cc1ccc(Sc2ncccc2C(=O)O)cc1C	10	0.8	11	-14	-1	-0.6	1.2	3	1.3
COc1ccc2[nH]c3nc(SC(C)C)nnc3c2c1	-6	-1.1	0	-3	3	-0.7	0.0	6	0.6
COc1ccc(OC)c(C2C3=C(N=c4s/c(=C\c5cccc(O)c5)c(=O)n42)c2ccccc2CC3)c1 (configuration not stated)	-21	6.0	14	-16	2	1.6	0.7	6	0.2
Cc1ccc2[nH]c(=O)c(-c3nc4cc(C)ccn4c3NCc3ccco3)cc2c1	3	-0.7	-4	-25	0	-2.2	0.1	7	-0.6
CCOC(=O)C(NC(C)=O)C(O)c1ccc([N+](=O)[O-])cc1 (configuration not stated)	16	0.4	20	-2	-5	1.6	0.5	2	0.7
CC(O)/C=C/c1cccc[n+]1C (configuration not stated)	21	-1.1	-2	-3	2	-0.1	0.2	10	0.2
CC(=O)C1CCC2C3CCC4=CC(=O)CC[C@]4(C)[C@@]3(F)C(O)C[C@]12C (some centres not stated)	4	-0.3	-28	3	11	0.0	1.4	-5	0.3
CCn1c(C)nc2cc(C(=O)NNS(=O)(=O)c3c(C)c(C)cc(C)c3C)ccc21	5	-2.4	-8	-6	0	-0.1	0.6	4	0.7
Cc1ccc(Cn2c(SCC(C)C)nc3c2c(=O)n(C)c(=O)n3C)cc1	41	-2.0	48	-13	-4	-1.2	0.1	-1	-1.7
Cc1cc(C)c(S(=O)(=O)N2CCCOC2CNC(=O)C(=O)NCc2ccco2)c(C)c1 (configuration not stated)	20	-0.7	-5	-4	4	1.9	0.7	8	-0.7
Cc1cccc(C(=O)N2CCc3c([nH]c4ccccc34)C2CC(C)C)n1 (configuration not stated)	9	2.0	2	-6	2	-1.7	0.2	9	1.1
O=Cc1cn(CCC(=O)O)nc1-c1cccc(Br)c1	-17	0.0	11	-5	-4	1.5	0.8	6	0.7
Cc1nn(-c2ccccc2)c(Cl)c1/C=N/NC(=O)c1ccc(NS(=O)(=O)c2cccs2)cc1	-86	-0.3	-13	-3	4	-1.2	-0.2	9	0.3

Looked up one by one from the list above, 5 records:
SMILES	m-calpain inh	S1P4 ag	EP2 mod	S1P4 antag	Ba/F3 V617F tox	TRPN1 ag	TRPML3 agonist	BaF3 parental	PERK inhibitor
O=Cc1cn(CCC(=O)O)nc1-c1cccc(Br)c1	-17	0.0	11	-5	-4	1.5	0.8	6	0.7
COc1ccc2[nH]c3nc(SC(C)C)nnc3c2c1	-6	-1.1	0	-3	3	-0.7	0.0	6	0.6
O=C(O)c1cc(Cl)c(Cl)cc1C(=O)Nc1cccnc1	9	0.4	-2	9	-5	0.2	0.5	6	1.0
CC1=C(C(=O)Nc2ccccc2C)C(c2ccc(C)o2)n2c(s/c(=C/c3ccccc3)c2=O)=N1 (configuration not stated)	-59	-2.0	24	2	0	0.2	1.6	6	-1.5
O=C(Nc1nc(-c2ccccc2)cs1)C1CCCCN1S(=O)(=O)c1ccccc1 (configuration not stated)	2	-0.2	-7	-1	-2	-0.8	0.3	1	-0.9

Back to the main list with the two entries that preceded the break.
SMILES	m-calpain inh	S1P4 ag	EP2 mod	S1P4 antag	Ba/F3 V617F tox	TRPN1 ag	TRPML3 agonist	BaF3 parental	PERK inhibitor
O=Cc1cn(CCC(=O)O)nc1-c1cccc(Br)c1	-17	0.0	11	-5	-4	1.5	0.8	6	0.7
Cc1nn(-c2ccccc2)c(Cl)c1/C=N/NC(=O)c1ccc(NS(=O)(=O)c2cccs2)cc1	-86	-0.3	-13	-3	4	-1.2	-0.2	9	0.3
CC(=O)NS(=O)(=O)c1ccc(N=NN2CCOCC2)cc1	6	-0.1	4	-22	-4	1.2	0.6	5	0.8
C=CCNC(=O)COC(=O)c1ccc(Sc2nncn2C)c([N+](=O)[O-])c1	7	1.4	13	-17	-2	1.6	0.6	4	0.4
Cc1c(C)[n+](=O)c(-c2cccs2)c(C)n1[O-]	15	0.9	4	-26	-1	-0.2	0.9	6	1.4
CCCCCNC(=O)C1CC(=O)OC12CCCCC2 (configuration not stated)	-38	1.5	17	-4	-1	0.6	-1.0	11	0.9
CCOP(=O)(c1ccc(N(C)C)cc1)C(O)c1cccnc1 (configuration not stated)	-12	0.6	-3	-1	-5	0.6	0.5	-2	-0.3
Cc1cc(C)c(NC(=O)CN2C(=O)NC(CCc3ccccc3)C2=O)c(C)c1 (configuration not stated)	-5	-2.4	-4	-27	0	-1.9	-0.1	1	0.0
O=C(Nc1ncccc1Cl)C(Sc1ccccc1)c1ccccc1 (configuration not stated)	7	-1.4	10	14	-1	-3.4	-1.6	3	1.2
O=C(Nc1nnc(C2CC2)s1)c1ccccn1	-3	-0.3	-7	-1	4	0.6	0.1	11	-0.4
CC(/C=C/c1ccco1)=N/NC(=O)OC(C)(C)C	-16	0.3	-34	-2	1	1.6	1.2	6	1.4
O=C(COc1ccc([N+](=O)[O-])cc1)NCc1ccccc1	1	-1.2	-21	-13	-2	0.1	-0.3	-1	0.6
Cc1cccc(NC(=O)C2CCCN2C(=O)NC2CCCCC2)c1 (configuration not stated)	-15	0.2	2	7	-5	-0.8	-0.1	-1	0.3
CC1(C)CCCN(C(=O)c2coc(=O)c(Br)c2)C1	16	1.7	15	10	-1	0.1	-0.1	2	0.0
C=C(C)Cn1cnc2cc(C)c(C)cc21	-6	1.9	41	-21	-2	-0.7	0.0	1	0.4

Structural class, the entries above with bromine.
SMILES	m-calpain inh	S1P4 ag	EP2 mod	S1P4 antag	Ba/F3 V617F tox	TRPN1 ag	TRPML3 agonist	BaF3 parental	PERK inhibitor
O=Cc1cn(CCC(=O)O)nc1-c1cccc(Br)c1	-17	0.0	11	-5	-4	1.5	0.8	6	0.7
CC1(C)CCCN(C(=O)c2coc(=O)c(Br)c2)C1	16	1.7	15	10	-1	0.1	-0.1	2	0.0

Source: PubChem (several laboratories)
